Compound activity from PubChem BioAssay.
RmlCD inh 1536: inhibitors of Mycobacterium tuberculosis RmlC and RmlD coupled enzymes | P9WH09+P9WH11 | RmlC+RmlD coupled enzyme assay, percent inhibition; primary screen in compound mixtures | inhibition, % at 3.6 µM | 160,000 compounds, 0.03% hits | AID 1533; in the data active = inhibition mostly above about 34%, no sharp cut-off; also: some results filed as inactive read as strong as hits
Target sequence (P9WH09 whole entry, looked up): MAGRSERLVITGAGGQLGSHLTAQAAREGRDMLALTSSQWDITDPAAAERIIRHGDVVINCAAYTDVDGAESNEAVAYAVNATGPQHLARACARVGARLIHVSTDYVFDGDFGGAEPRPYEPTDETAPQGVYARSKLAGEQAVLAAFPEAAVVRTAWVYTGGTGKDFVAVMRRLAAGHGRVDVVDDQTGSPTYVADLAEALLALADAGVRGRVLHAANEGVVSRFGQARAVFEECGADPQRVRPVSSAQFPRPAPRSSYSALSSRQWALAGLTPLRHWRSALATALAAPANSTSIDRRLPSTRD
Target sequence (P9WH11 whole entry, looked up): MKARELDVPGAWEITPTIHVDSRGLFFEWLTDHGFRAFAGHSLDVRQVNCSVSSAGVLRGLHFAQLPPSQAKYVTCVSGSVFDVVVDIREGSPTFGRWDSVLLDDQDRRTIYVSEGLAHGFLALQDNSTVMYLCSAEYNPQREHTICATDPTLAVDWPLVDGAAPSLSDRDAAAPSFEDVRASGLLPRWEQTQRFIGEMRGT
GlmU inhibition: inhibition of mycobacterial GlmU enzyme – biochemical, glucosamine-1-phosphate acetyltransferase (AID 1376) | M. tuberculosis GlmU acetyltransferase enzyme assay; higher % means a stronger effect | inhibition, %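 (tested at 30 µM in the primary screen)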, or IC50 in µM where a hit was titrated | 220,000 compounds, 0.25% hits; in the data active = inhibition above about 13%;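 also: 0% = complete reaction with vehicle and 100% = reaction without substrate; strong numbers were not always called active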
An asterisk follows results filed as active; / = not tested or not shown. A portion of the library; the hit share may differ from the screen's.

SMILES	RmlCD inh 1536	GlmU inhibition
CC1CC2(CCCC2)N(C(=O)c2ccccc2)Cc2ccccc21 (stereo not given)	15	0.9%
O=C(Nc1ccc(N2CCN(C(=O)c3ccccc3)CC2)c(Cl)c1)c1ccc(Br)o1	/	4.2%
Cc1nnc(SCC(=O)NNC(=O)C(C)C)[nH]c1=O	2	-2.0%
COc1ccc(NC(=S)/N=C(\N)Nc2nc(C)c3ccccc3n2)cc1	-10	-4.0%
CC(c1ccco1)N(C(=O)C12CC3(C)CC(C)(CC(C)(C3)C1)C2)c1ccccn1 (stereo not given)	/	-5.3%
O=C(NCc1cccs1)c1ccccc1C(=O)NCc1cccs1	11	4.5%
O=C(Nc1ccc2c(c1)S(=O)(=O)N=C1CCCCCN12)c1ccccc1Cl	-10	0.8%
CC(c1ccco1)N(C(=O)c1ccc(C(F)(F)F)cc1)c1ccccn1 (stereo not given)	-12	4.5%
CC(=O)Nc1ccc(S(=O)(=O)NC(CC(=O)N2CCC3(CC2)OCCO3)C(C)C)cc1 (stereo not given)	-8	2.3%
CC(=O)NCc1ccc2[nH]c(C)cc2c1	4	3.1%
CN(C)C1N(C(=O)c2ccccc2)N=C2c3ccccc3S(=O)(=O)N21 (stereo not given)	-6	2.1%
COc1cccc(NC(=O)Nc2c(C)n(C)n(-c3ccccc3)c2=O)c1	/	-2.9%
CCCCNC(=O)C(C#N)c1nc2ccccc2nc1N1CCCC1 (stereo not given)	11	/
CCCC(=O)Nc1ccc2c(c1)c1ccccc1n2CC	/	-4.2%
CCOC(=O)C1=C(C)N(CCCCCC(=O)O)C(=O)NC1c1ccccc1OC(=O)c1cccs1 (stereo not given)	/	2.8%
CCOC(=O)c1[nH]c(C)c(C(=O)NCc2ccco2)c1C	9	4.2%
O=C(Cn1cnc2c(nnn2Cc2ccc(Cl)cc2)c1=O)NC1CCCC1	-2	2.0%
O=C(NCc1cccs1)C1CCN(S(=O)(=O)c2cccc3cccnc23)CC1	8	2.2%
COC(=O)c1ccc(OCC(=O)Nc2ccsc2C(=O)OC)cc1	-4	3.4%
COc1cccc(N=C2C(=O)N3CCCc4cccc2c43)c1	/	-0.1%

Complete entries from above.
Profile of CCOC(=O)c1[nH]c(C)c(C(=O)NCc2ccco2)c1C : RmlCD inh 1536: 9; GlmU inhibition: 4.2%
Profile of O=C(Nc1ccc(N2CCN(C(=O)c3ccccc3)CC2)c(Cl)c1)c1ccc(Br)o1 : RmlCD inh 1536: /; GlmU inhibition: 4.2%
Profile of COC(=O)c1ccc(OCC(=O)Nc2ccsc2C(=O)OC)cc1 : RmlCD inh 1536: -4; GlmU inhibition: 3.4%

The list continues.
SMILES	RmlCD inh 1536	GlmU inhibition
Cc1nn(-c2ccccc2)c(C)c1NC(=O)COc1ccc2ccccc2c1	-4	-6.3%
COC(=O)c1sccc1NC(=O)c1cc2c(s1)CCCC2	-4	/
CCN(CC)CCNC(C(=O)Nc1cc(C(F)(F)F)ccc1Cl)c1ccccc1 (stereo not given)	-68	0.0%
Cc1nn(Cc2cccc(C(=O)N3N=C(C(F)F)CC3(O)C(F)F)c2)c(C)c1[N+](=O)[O-] (stereo not given)	/	1.5%
Cc1ccc(S(=O)(=O)NC2=NCN(Cc3ccccc3)CN2)cc1	10	-1.1%
O=C(CN1CCN(c2ccccc2O)CC1)Nc1cccnc1Cl	1	-6.9%
CCNC(=O)c1cccc(S(=O)(=O)N2CCCCCC2)c1	/	1.9%
CCOC(=O)N1CCN(c2c(N3CCOCC3)c(=O)c2=O)CC1	/	-0.7%
O=C(Nc1cccc(F)c1)C1C2C=CC3(CN(CCCN4CCOCC4)C(=O)C13)O2 (stereo not given)	-5	-2.2%
CCn1c(SCC(=O)Nc2cc(C)ccc2C)nnc1-c1cnccn1	17	2.9%
Fc1cnc(N2CCOCC2)nc1NCc1ccccc1	8	3.2%
CCOc1ccc2nc(SCc3ccc(C(=O)OC)o3)[nH]c2c1	4	1.3%
CCN(CC)S(=O)(=O)c1cc(Br)c(C)cc1OC	1	-0.6%
Cc1[nH]c2ccccc2c1C(=O)CSc1nc2cc(S(=O)(=O)N3CCCCC3)ccc2o1	/	0.9%
O=C(Nc1ccc2ccccc2c1)c1cn(-c2ccccc2)nc1-c1cccs1	/	3.5%
Cc1ccc(S(=O)(=O)N2CCOCC2)cc1C(=O)Nc1nc2ccccc2[nH]1	3	-7.3%
O=C(NCCCN1CCCC1)[C@H](CSCc1ccccc1)N1Cc2ccccc2C1=O	-7	7.2%
CSc1nc(-c2ccco2)nn1C(=O)c1ccccc1	/	-2.7%
Cc1cc(C)nc(SC2CCCCC2NS(=O)(=O)c2ccccc2)n1 (stereo not given)	2	-1.1%
CCc1ccc(N2CN(CCc3ccccc3)CNC2=S)cc1	8	-2.4%
COc1cccc(/C(O)=C2/C(=O)C(=O)N(c3ccccn3)C2c2ccc(OC)c(OC)c2)c1 (stereo not given)	6	-0.6%
O=[N+]([O-])c1cnccc1Nc1ccccc1	/	5.7%
Cc1nc(-c2cc(-c3nc(-c4ccc(C(C)(C)C)cc4)no3)no2)cs1	1	-1.1%
CCCCC(=O)Nc1ccc(C(=O)OC2CCCCC2)cc1	-8	0.3%
CN(C(=O)Oc1ccc([N+](=O)[O-])cc1)c1ccccc1	8	5.2%
CCOc1cc(/C=C2\CCC/C(=C\c3cc(Cl)c(O)c(OCC)c3)C2=O)cc(Cl)c1O	/	-1.3%
Cc1ccc(C)c(S(=O)(=O)N2CCN(C(C)C(=O)Nc3ccccc3-c3ccccc3)CC2)c1 (stereo not given)	1	-3.2%
Cc1c(C(=O)N2CC(C)OC(C)C2)oc2ccccc12 (stereo not given)	3	2.7%
CC(C)CNS(=O)(=O)c1ccc(CCC(=O)NCc2cccnc2)cc1	4	2.4%
COc1ccc(C(=O)NCCN2CCOCC2)c(OC)c1	6	-3.4%
C=CCNC(=O)CN(c1cccc(Br)c1)S(C)(=O)=O	-3	4.7%
Cc1cccn2c(=O)c3cc(C(N)=S)c(=N)n(CCCN4CCOCC4)c3nc12	0	-9.3%
NC(=O)NC(Cc1ccccc1)C(=O)O (stereo not given)	/	-1.4%
COc1ccc(CCNCc2sccc2C)cc1OC	/	-1.8%
CCn1c(O)c(/C=N/N=C2CCCC2)c2ccc(C3=NNC(=O)CC3)cc21	/	-2.7%
CCN1CCN(C(=O)c2ccc(CSc3ccc(C)cc3)cc2)CC1	/	-0.9%
Cc1[nH]c2ccccc2c1C1(O)C(=O)N(C(C)C)c2ccccc21 (stereo not given)	-2	5.6%
Cc1cc(C)n2cc(CSc3nnnn3C)nc2n1	17	9.9%
CCOc1cc(CNc2ccc(CNc3ncn[nH]3)cc2)ccc1OCc1ccccc1	6	3.4%
CCOc1cc(/C=N/NC(=O)CN2CCCCC2)ccc1OCc1ccc(Cl)cc1	6	-3.0%
CC(C)(C)C1CCC2(CC1)Nc1cccc3cccc(c13)N2	/	-1.7%
Cc1ccc(NCCC(=O)c2ccc(Cl)c(Cl)c2)cc1	8	-4.1%
CSC1=NC(C(Cl)(Cl)Cl)N=C(c2ccccc2)N1 (stereo not given)	2	2.1%
COc1ccc(S(=O)(=O)NCc2cn3c(C)csc3n2)cc1F	10	0.7%
CC(/C=C/c1ccccc1F)=N\NC(=O)C(C)C	/	2.9%
Cc1cc(C)cc(OCC(=O)N2Cc3ccccc3CC2C(=O)O)c1 (stereo not given)	-3	-11%
CCNc1oc(-c2cccc3ccccc23)nc1C#N	6	4.5%
COc1ccc(OCCSc2nc(-c3ccccc3)cc(=O)[nH]2)cc1	5	6.0%
NS(=O)(=O)c1ccc(CCNC(=O)COC(=O)CCc2ccccc2)cc1	0	-1.5%
COC(=O)C1C(c2ccc(OC)c(OC)c2)NC(c2ccc(OC)c(OC)c2)C(C(=O)OC)S1(=O)=O (stereo not given)	/	5.0%
O=C(NCC1CCCO1)/C(=C/c1ccccc1)NC(=O)c1ccccc1 (stereo not given)	-7	-3.4%
Fc1ccccc1NC(=S)N1CCC(c2ccccc2)C1 (stereo not given)	/	-0.2%
Cc1ccc(S(=O)(=O)N2CCOC2CNC(=O)C(=O)NCCc2c[nH]c3ccccc23)cc1 (stereo not given)	-13	3.3%
Cc1ccc(Nc2c(-c3ccccn3)nc3ccc(C)cn23)cc1	-4	-9.2%
CN(C)[C@@H]1C(=O)C(C(N)=O)=C(O)[C@@]2(O)C(=O)C3=C(O)c4c(O)ccc(Cl)c4[C@@H](O)[C@H]3C[C@@H]12	/	5.7%
COc1cccc(C2/C(=C(/O)c3ccccc3)C(=O)C(=O)N2CCCC(=O)O)c1 (stereo not given)	/	6.0%
Cc1ccc(C(=O)N2CC(C)SC2=Nc2cccc(S(=O)(=O)N(C)C)c2)cc1 (stereo not given)	4	-0.6%
CCOc1ccc(S(=O)(=O)N2CCCC2)cc1	7	1.1%
NC1=NC(=Nc2cccc(S(N)(=O)=O)c2)c2ccccc21	3	0.1%
COc1cc2c(cc1NC(=O)Nc1ccccc1)oc1ccccc12	/	2.2%
Carrying on:
SMILES	RmlCD inh 1536	GlmU inhibition
COc1cc(CN(C2CCCCC2C)S(=O)(=O)c2ccc(S(=O)(=O)NC3CC3)cc2)cc(OC)c1OC (stereo not given)	-3	2.3%
CCN1C(=O)NC(c2cc(Br)ccc2OC)C(C(=O)OC)=C1C (stereo not given)	-10	2.1%
Cc1ccc(S(=O)(=O)N(C)C)cc1NC(=O)/C=C/c1cccs1	-4	-4.0%
C#Cc1ccc(C(=O)NCc2ccc(N3CCCC3=O)cc2)cc1	/	-0.2%
CC(C)NC(=O)Cn1c(SCC(=O)N2c3ccccc3CC2C)nc2ccccc21 (stereo not given)	-7	0.1%
CC(C)COc1nc2c(c(=O)n(C)c(=O)n2C)n1C	7	-3.7%
N#CCC(CNc1ncc(C(F)(F)F)cc1Cl)OC(=O)c1ccc(Cl)cc1Cl (stereo not given)	-4	4.4%
Fc1ccc(NC(=S)NCCc2ccccc2)c(F)c1F	/	3.4%
COc1ccc(/C=N/NC(=O)C(=O)/C=C2\NC3(CCCC3)Cc3ccccc32)cc1	-7	-4.8%
CC(C)CCNC(=O)C1CCN(S(=O)(=O)c2ccc3c(c2)CCC(=O)N3)CC1	1	8.9%
O=C(/C=C/c1ccc2c(c1)OCO2)Nc1nc2ccc(F)cc2s1	-5	1.0%
CCOc1cc(S(=O)(=O)N2CCC(Cc3ccccc3)CC2)c(OCC)cc1-n1cnnn1	6	-1.0%
COc1ccc(C2c3cc(OC)c(OC)cc3CCN2C2CC(=O)N(c3ccccc3)C2=O)cc1OC (stereo not given)	-4	-0.2%
O=C(Nc1ccc(F)cc1)Nc1ccc([N+](=O)[O-])cn1	1	-7.7%
CCCCCCCC(=O)NN1CCOCC1	6	-0.6%
O=C(NCCCN1CCOCC1)c1cccnc1SCc1ccccc1Cl	-4	-5.7%
Cc1cc(-c2nnc(-c3ccccc3)c(-c3ccccc3)n2)c(C)o1	/	8.9%
Cc1cc2ncn(/N=C/c3ccc(-c4ccccc4)o3)c2cc1C	21	-3.8%
OCCn1nc2c3ccccc3nc-2n(-c2ccccc2)c1=S	4	5.3%
CCC(OC(=O)c1cccs1)C(=O)NCc1ccco1 (stereo not given)	12	0.3%

Four compounds drawn at random from the list so far:
SMILES	RmlCD inh 1536	GlmU inhibition
CCNC(=O)c1cccc(S(=O)(=O)N2CCCCCC2)c1	/	1.9%
CCOc1ccc(S(=O)(=O)N2CCCC2)cc1	7	1.1%
COc1ccc(C(=O)NCCN2CCOCC2)c(OC)c1	6	-3.4%
CCOC(=O)C1=C(C)N(CCCCCC(=O)O)C(=O)NC1c1ccccc1OC(=O)c1cccs1 (stereo not given)	/	2.8%

The list continues:
SMILES	RmlCD inh 1536	GlmU inhibition
CSCCC(NS(=O)(=O)c1ccc(Cl)cc1)C(=O)OCc1cccc(Cl)c1 (stereo not given)	3	2.2%
Cc1nnc2sc(-c3cccc4ccccc34)nn12	10	0.1%
COC(=O)C1=C(C)N(c2ccc(Cl)cc2)/C(=C/c2cccs2)C1=O	-8	-3.3%
COc1cccc(CNCC(=O)Nc2ccc(N3CCOCC3)cc2)c1	/	-3.7%
CC(NC(=O)Cc1ccccc1F)c1ccc(F)cc1 (stereo not given)	-9	1.1%
CCCCNC(=O)CCC(=O)NNc1nc2ccccc2c2nc(C)nn12	0	3.0%
C=CCOc1ccc(CNc2nccs2)cc1OC	/	-3.9%
O=C(Nn1cnnc1)C(c1ccccc1)c1ccccc1	/	-3.5%
COc1cccc(CNC(=O)CCC2CCCN(C(=O)c3cc(C4CC4)[nH]n3)C2)c1 (stereo not given)	5	-3.1%
COc1ccc(-n2c(SCC(=O)NNC(=O)c3ccccc3C)nnc2-c2ccncc2)cc1	/	-6.8%
Cc1cc(C)c(NS(=O)(=O)c2ccc3c(c2)NC(=O)CC(=O)N3)c(C)c1	-10	6.4%
O=C1c2cccc3c(Nc4ccccc4Cl)c([N+](=O)[O-])cc(c23)C(=O)N1CCO	3	3.1%
O=C(/C=C\c1ccco1)Nc1nc(-c2ccccc2)cs1	13	-2.2%
O=[N+]([O-])/C=C1/CCCCCN1	6	-6.1%
O=C(Cc1cccc2ccccc12)NNC(=O)c1cccs1	0	1.5%

A second format for some results above:
Compound | RmlCD inh 1536 | GlmU inhibition
Cc1cc(C)c(NS(=O)(=O)c2ccc3c(c2)NC(=O)CC(=O)N3)c(C)c1 | -10 | 6.4%
O=C(Cc1cccc2ccccc12)NNC(=O)c1cccs1 | 0 | 1.5%
O=C1c2cccc3c(Nc4ccccc4Cl)c([N+](=O)[O-])cc(c23)C(=O)N1CCO | 3 | 3.1%
CC(NC(=O)Cc1ccccc1F)c1ccc(F)cc1 (stereo not given) | -9 | 1.1%
O=[N+]([O-])/C=C1/CCCCCN1 | 6 | -6.1%
COc1ccc(-n2c(SCC(=O)NNC(=O)c3ccccc3C)nnc2-c2ccncc2)cc1 | / | -6.8%
COc1cccc(CNC(=O)CCC2CCCN(C(=O)c3cc(C4CC4)[nH]n3)C2)c1 (stereo not given) | 5 | -3.1%
